Screening data: PubChem, National Center for Advancing Translational Sciences (NCATS)
HT1080 IDH1KD tx: qHTS for induction of synthetic lethality in tumor cells producing 2HG: qHTS for the HT-1080-IDH1KD cell line | Potency, µM (series often up to 46.1 µM), inactives show top-dose activity, negative = toxicity, usual class: cytotoxic | 2% of 360,000 active | HT-1080 IDH1 knockdown viability, ATP luminescence, 48 h;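 note: potency is the fitted concentration of half-maximal effect; 0% = DMSO wells and -100% = cell-free medium wells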
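Assay cells: HT-1080 with IDH1 knockdown, 750 per well, RPMI/5% FBS. Exposure: 48 h at 37 °C following 2 h pre-incubation. Read: CellTiter-Glo luminescence; fitted concentration-response, curve class assigned.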
KB-V1 MDR tox: qHTS assay for MDR1-selective chemotherapeutics: Primary screen using the drug-selected MDR subline cells KB-V1; Potency, µM (highest dose often 46.1 µM), without a hit: top-dose activity change, negative = cytotoxicity, hits mostly cytotoxic; 3.4% of 400,000 active; KB-V1 MDR cells viability, CellTiter-Glo, 72 h; AID 1347076, 2019; note: potency is the fitted concentration of half-maximal effect; % is set by controls: 0 for no effect and ±100 for the full control effect; nearly all actives have a fitted effect of over 60% in size
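Luminescent ATP read-out (CellTiter-Glo, 10 min) measures survival of drug-selected KB-V1 MDR cells after 72 h, 37 degrees C compound exposure. Medium: phenol-red-free DMEM, 10% FBS. Values from fitted concentration-response curves.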
KB-3-1 tox: qHTS assay for MDR1-selective chemotherapeutics: Primary screen using the parental adenocarcinoma cell KB-3-1 | KB-3-1 viability, CellTiter-Glo ATP luminescence, 72 h | Potency, µM (series often up to 46.1 µM), for inactives: at the top dose activity change, negative = cytotoxic, actives largely listed as cytotoxic | 1.4% of 400,000 active | AID 1347075, 2019; note: potency is the fitted concentration of half-maximal effect; % is set by controls: 0 for no effect and ±100 for the full control effect; nearly all actives have a fitted effect of over 60% in size
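Cytotoxicity measured as CellTiter-Glo luminescence after 72 h at 37 C. Compound titrations were pinned onto drug-naive KB-3-1 parental adenocarcinoma cells grown in DMEM with 10% FBS, and normalized data fitted to concentration-response curves.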
D3 ag: qHTS of D3 Dopamine Receptor Agonist: qHTS; D(3) dopamine receptor (Homo sapiens), P35462; 0.58% of 410,000 active; max activation, %; D3R DiscoveRx beta-arrestin cells, luminescence, 90 min; in the data active = max activation above about 30%; note: 0% is about no effect; mostly tested at two doses, the higher about 12 µM
Target sequence (P35462 whole entry, looked up): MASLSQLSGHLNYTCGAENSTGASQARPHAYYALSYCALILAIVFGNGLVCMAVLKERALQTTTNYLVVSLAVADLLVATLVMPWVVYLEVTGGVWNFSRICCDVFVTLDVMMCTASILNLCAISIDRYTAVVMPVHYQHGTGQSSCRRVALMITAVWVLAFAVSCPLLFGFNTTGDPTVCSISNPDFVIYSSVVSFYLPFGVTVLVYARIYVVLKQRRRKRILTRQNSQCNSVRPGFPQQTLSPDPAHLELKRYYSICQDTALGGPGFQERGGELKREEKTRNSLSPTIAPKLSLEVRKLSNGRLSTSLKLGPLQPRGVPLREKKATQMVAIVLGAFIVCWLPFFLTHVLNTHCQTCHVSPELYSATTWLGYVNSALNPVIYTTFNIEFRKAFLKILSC
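Agonist mode: compounds and dopamine controls were applied to plated cells for 90 min at 37 degrees C after an overnight attachment at 1500 cells/well. Luminescent read-out followed 30 - 60 minutes at room temperature with DiscoveRx detection reagent.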
GLP1R ag: qHTS of GLP-1 Receptor Agonists; Potency, µM (doses to about 45.6 µM), for the others: at the top dose activation, hits mostly activators; AID 624172, 2012; 0.007% of 380,000 active; HEK293 GLP-1R CRE-luciferase, luminescence, 4-6 h; cells express a hypersensitive GLP-1R form; note: potency is the fitted concentration of half-maximal effect; % of control where 0% means no effect
Target sequence (P43220 whole entry, looked up): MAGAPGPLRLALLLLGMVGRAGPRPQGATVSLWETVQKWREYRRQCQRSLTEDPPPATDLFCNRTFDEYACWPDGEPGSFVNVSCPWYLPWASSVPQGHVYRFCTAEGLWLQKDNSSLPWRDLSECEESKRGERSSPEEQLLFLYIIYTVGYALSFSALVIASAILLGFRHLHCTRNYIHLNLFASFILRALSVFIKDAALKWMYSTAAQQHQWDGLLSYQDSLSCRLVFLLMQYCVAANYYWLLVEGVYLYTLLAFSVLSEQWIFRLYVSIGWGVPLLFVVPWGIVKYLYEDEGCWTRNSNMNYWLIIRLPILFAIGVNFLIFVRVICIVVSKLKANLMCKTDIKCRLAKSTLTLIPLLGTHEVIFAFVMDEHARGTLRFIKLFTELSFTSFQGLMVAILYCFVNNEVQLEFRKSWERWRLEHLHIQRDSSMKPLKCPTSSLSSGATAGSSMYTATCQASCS
IL1B secr inh: qHTS for Inhibitors of Inflammasome Signaling: IL-1-beta AlphaLISA Primary Screen. THP-1 LPS/ATP IL-1B secretion, AlphaLISA, 16 h; hits give low values. activity change, % at 57.5 µM. 4.7% of 360,000 active. AID 743279, 2014; in the data active = activity change below about -50%; inconclusive = mostly about -30% to -49%; note: % is set by controls: 0 for no effect and ±100 for the full control effect
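THP-1 cells pretreated 1 hr with compounds (up to 57.5 uM final), then stimulated with LPS (250 ng/mL final) plus ATP (1.25 mM final); secreted IL-1B measured by AlphaLISA after 16 hr, decreased signal indicating inhibition.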
DRD3 antagonist: qHTS of D3 Dopamine Receptor Antagonist: qHTS; 2.5% of 360,000 active; AID 652054, 2013; D3R cells, DiscoveRx beta-arrestin luminescence, antagonist mode; hits give low values; D(3) dopamine receptor (Homo sapiens), P35462; max response, negative = inhibition, %; in the data active = max response below about -50%; inconclusive = no clear call, values can overlap the other calls; note: % is set by controls: 0 for no effect and ±100 for the full control effect; mostly tested at two doses, the higher about 12 µM
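Cells expressing the human receptor were seeded at 1500 cells/well, incubated overnight at 37 degrees C in 5% CO2, then exposed to library compounds with dopamine controls for 90 minutes at 37 degrees C before luminescent detection.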
SW480 rereplic: A quantitative high throughput screen for small molecules that induce DNA re-replication in SW480 colon adenocarcinoma cells; SW480 DNA re-replication, Hoechst DNA content imaging, 48 h; AID 624297, 2012; 1.8% of 340,000 active; Potency, µM (series often up to 46.1 µM), for inactives: top-dose re-replication activation, usual class: activators; note: potency is the fitted concentration of half-maximal effect; % of control where 0% means no effect; nearly all actives have a fitted effect of over 55% in size
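Per well, 250 cells were exposed to pinned compound for 48 hr. Nuclear DNA was visualised with Hoechst (40 min, 37 C) and total object intensity recorded by fluorescence scanning.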
HT1080-NT tox: qHTS for induction of synthetic lethality in tumor cells producing 2HG: qHTS for the HT-1080-NT fibrosarcoma cell line; Potency, µM (top dose mostly 46.1 µM), inactives show top-dose activity, negative = less viability, most hits filed as cytotoxic; 1.6% of 360,000 active; HT-1080-NT fibrosarcoma viability, CellTiter-Glo ATP luminescence, 48 h;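 note: NT is the 2HG producing partner of a matched IDH1 knockdown line; potency is the fitted concentration of half-maximal effect; 0% = DMSO-treated cells and -100% = media-only wells without cells; nearly all actives have a fitted effect of over 55% in size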
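Compounds were tested in concentration-response format on HT-1080-NT cells for 48 hours at 37 degrees C. Cell viability came from CellTiter-Glo luminescence; curves were classified by r2, response magnitude and activity.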
The depositor's hits bear a star; u = inconclusive; x = not tested or not shown; [ ] = another dose, or the depositor's remark. Unless noted, calls come from the whole dose curve; as a rule, active = well fitted curve in the direction sought with a large enough effect; inconclusive = small, poorly fitted or top-dose-only effect, or another doubt; inactive = no such curve, though single readings can be large; an effect the other way counts as inactive or inconclusive. Rows were taken by chance; any-hit rate near 12%.

SMILES | HT1080 IDH1KD tx | KB-V1 MDR tox | KB-3-1 tox | D3 ag | GLP1R ag | IL1B secr inh | DRD3 antagonist | SW480 rereplic | HT1080-NT tox
Cc1cccc(CCNC(=O)C2CCCN(S(=O)(=O)c3cccc4nsnc34)C2)c1 (centres undefined) | -4.5% | -15.1% | 1.6% | 0.2 | 8.1% | 31.0 | -28.8 | -5.2% | -7.6%
CCOC(=O)C(C)Oc1cccc2c(=O)n(CC(=O)Nc3ccc4c(c3)OCCO4)ccc12 (centres undefined) | 13.6% | -3.1% | 0.5% | -1.6 | -3.7% | 22.9 | 9.7 | -5.7% | -5.9%
CCN(CC)C(=O)Cn1c(=O)n(CCCC(=O)NCc2ccc3c(c2)OCO3)c(=O)c2sccc21 | 7.0% | 3.1% | 5.7% | 24.5 | -0.6% | -13.4 | 4.8 | 1.9% | 3.1%
O=C(Nc1cccc(OC(=O)c2cccnc2)c1)c1cccnc1 | -17.0% | 4.4% | 1.8% | -2.8 | -7.2% | 8.1 | u | -6.1% | -9.5%
CCOC(=O)Cc1csc(SCC(=O)Nc2cccc(Cl)c2)n1 | 3.4%[9.24 µM] | -22.8% | -5.5% | -8.9 | 5.8% | -6.6 | -6.4 | -5.8% | 11.9%
COc1ccccc1N1CCN(C(=O)c2oc3ccc(F)cc3c2C)CC1 | -29.1% | u | u | 2.2 | 4.9% | 32.8 | 10.1 | u | -11.0%
CNS(=O)(=O)c1cccc(C(=O)OCC(=O)N2CC(C)OC(C)C2)c1 (centres undefined) | 4.9% | 26.4% | -2.0% | -5.7 | 1.0% | 8.3 | 8.8 | -22.0% | 10.3%
Cc1csc2nc(O)c(C(=O)NC3CCCCCC3)c(=O)n12 | -21.6% | u | -15.5% | 7.1 | 1.0% | 16.5 | 26.7 | -604.1%[inhibitor] | -25.9%
CCN(Cc1ccccc1)S(=O)(=O)CCNC(=O)c1ccc(OC)cc1 | 2.9% | -1.3% | 16.1% | 2.5 | 5.8% | -17.1 | 6.8 | -60.8%[inhibitor] | 17.1%
O=C(Cc1ccc(N2CCNC2=O)cc1)N1CCCC(Nc2ccc(F)c(F)c2)C1 (centres undefined) | 2.91µM* | -8.9% | 7.31µM* | -16.0 | 17.4% | 62.6 | -18.7 | 5.8µM* | 3.26µM*
O=C(c1cc2ccccc2[nH]1)N1CCOCC1 | 10.5% | 0.7% | 4.4% | 3.8 | 1.6% | 22.0 | 6.2 | -4.8% | 7.1%
CCC12CN(C(=O)c3ccc(OC)cc3)CC(CC)(CN(C(=O)c3ccc(OC)cc3)C1)C2=O | 13.8% | -10.7% | 0.0% | -13.0 | -6.0% | -5.3 | 11.0 | -3.5% | 8.8%
N#CN=C1SCCS1 | 0.6% | 0.0% | -0.2% | -3.4 | -25.8% | 46.4 | -12.0 | u | 0.0%
CCOC(=O)C1=C(C)OC(N)=C(C#N)C1c1cccs1 (centres undefined) | 7.2% | 14.2% | 2.7% | -5.2 | -0.2% | -21.9 | -0.5 | -3.2% | 14.5%
Cc1cc(C)cc(NC(=O)C2CCCN2C(=O)NC2CCCCC2)c1 (centres undefined) | 3.3% | 7.2% | -2.0% | -0.2 | -2.3% | 1.6 | -2.3 | 3.3% | 7.3%
COc1ccccc1N1CCN(CCCCOc2ccc(F)cc2)CC1 | u | 0.0% | -10.9% | 1.7 | -1.8% | -4.1 | -78.2* | 14.0% | -13.4%
Nc1cc(N)cc(C(=O)Nc2ccc3c(c2)C(=O)NC3=O)c1 | 12.6% | 19.2% | -1.7% | -11.1 | 8.6% | 10.6 | -8.6 | -9.0% | 13.1%
COc1ccc2oc(=O)c(C(=O)N3c4ccccc4CC3C)cc2c1 (centres undefined) | -1.4% | -9.9% | 0.9% | -6.8 | 3.1% | 26.3 | u | -6.6% | 1.3%
COc1ccc(OC)c(NC(=O)CC(Cc2ccccc2OC)C(=O)O)c1 (centres undefined) | -19.4% | 25.7% | -1.9% | 18.9 | 5.5% | 2.7 | 2.3 | 4.0% | 13.9%
Cc1nnc(SCC(=O)N2CCCC(C(=O)c3ccc(Cl)cc3)C2)o1 (centres undefined) | 9.8% | u | -3.8% | 3.3 | 4.2% | 35.5 | 6.6 | -14.4% | 12.8%

Full records from above. Values in the order: HT1080 IDH1KD tx, KB-V1 MDR tox, KB-3-1 tox, D3 ag, GLP1R ag, IL1B secr inh, DRD3 antagonist, SW480 rereplic, HT1080-NT tox
Listed for N#CN=C1SCCS1 → 0.6%, 0.0%, -0.2%, -3.4, -25.8%, 46.4, -12.0, u, 0.0%
Listed for Cc1nnc(SCC(=O)N2CCCC(C(=O)c3ccc(Cl)cc3)C2)o1 (centres undefined) → 9.8%, u, -3.8%, 3.3, 4.2%, 35.5, 6.6, -14.4%, 12.8%
Listed for COc1ccc2oc(=O)c(C(=O)N3c4ccccc4CC3C)cc2c1 (centres undefined) → -1.4%, -9.9%, 0.9%, -6.8, 3.1%, 26.3, u, -6.6%, 1.3%

(more compounds)
SMILES | HT1080 IDH1KD tx | KB-V1 MDR tox | KB-3-1 tox | D3 ag | GLP1R ag | IL1B secr inh | DRD3 antagonist | SW480 rereplic | HT1080-NT tox
OCc1cn(-c2ccccc2)nc1-c1ccc(Br)cc1 | 0.6% | 0.0% | -2.1% | 4.1 | -3.2% | -8.1 | 10.7 | -13.5% | 11.9%
CCc1ccc(-c2nn(-c3cc(Cl)ccc3[N+](=O)[O-])c(=O)c3ccccc23)cc1 | 1.3%[9.24 µM] | -3.1% | 16.9% | -7.1 | 0.6% | 16.2 | 3.7 | -6.4% | 10.1%
COc1cccc(CN2CC(C(=O)NCCn3ccc(C)n3)CCC2=O)c1 (centres undefined) | 19.4% | 15.3% | u | -4.6 | -3.8% | 15.2 | u | 9.3% | u
FC(F)(F)c1ccccc1/C=N/Nc1ccccn1 | -1.7% | 12.1% | 10.1% | 7.1 | 11.5% | 26.3 | -1.3 | 10.7% | -3.2%
Cc1ccc(S(=O)(=O)NCc2ccc(C(=O)NC3CC3)cc2)cc1 | -0.9% | u | 1.1% | 11.3 | -5.5% | 7.1 | 0.6 | -5.2% | 6.3%
CC(C)=CCc1c(O)cc2oc3c(CC=C(C)C)c(O)c(O)c(CC=C(C)C)c3c(=O)c2c1O | u | u | u | 8.7 | -5.3% | 2.4 | 26.2 | 13.8% | u
CCOC(=O)N1CCN(CC(O)COCc2cc(OC)c(OC)c(OC)c2)CC1 (centres undefined) | 3.0% | 0.0% | 15.8% | 3.0 | 7.8% | 12.8 | 9.5 | -2.2% | 17.3%
O=C(CN1CCN(S(=O)(=O)c2ccc3ccccc3c2)CC1)Nc1ccc(N2CCOCC2)cc1 | -9.8% | -16.1% | -7.5% | -2.1 | 5.3% | -6.2 | -11.3 | -3.1% | -4.2%
COc1ccc(OC)c(-c2c(C#N)c(N)nc3c2c(=O)nc2sccn23)c1 | -1.8% | 3.0% | -1.3% | -9.1 | 3.4% | 100.2 | u | 5.1% | 1.1%
CCN(CC)S(=O)(=O)c1ccc(Cl)c(NC(=O)CCCCl)c1 | -0.6% | -6.2% | 5.3% | 0.1 | 6.0% | 14.5 | -24.3 | 0.8% | 2.0%
Cc1ccc(C(=O)C(C)OC(=O)C2CC(=O)N(C3CCCCC3)C2)cc1 (centres undefined) | 7.0% | 28.7% | -1.8% | 3.8 | -6.0% | -9.7 | 0.3 | -18.6% | 0.3%
O=C(O)CNC(=S)N(Cc1cccs1)C1CCCCC1 | 13.9% | 7.2% | 16.5% | -0.5 | 10.7% | 0.4 | 2.5 | -8.8% | 7.2%
Cc1ccc(OC(C)C(=O)Nc2cccc(S(=O)(=O)N3CCCCCC3)c2)cc1 (centres undefined) | -19.7% | -15.3% | -7.9% | 3.8 | 12.4% | 15.7 | -1.7 | x | -23.0%
Cc1ccc(NC(=O)CN(C)C(=O)CSc2nnc(N)s2)cc1 | 0.5% | 8.6% | 13.5% | -15.6 | -3.2% | 6.3 | -26.4 | -13.2% | 4.1%
CCOc1ccc(NC(=O)CN(C)Cc2ccc3c(c2)OCO3)cc1S(=O)(=O)N1CCCC1 | 4.7% | -14.5% | -7.6% | -15.0 | 15.5% | u | -68.2* | -41.5% | -0.2%
COCCN(CC1CCCN(C2Cc3ccccc3C2)C1)C(=O)c1cccs1 (centres undefined) | 4.6% | -10.6% | -18.8% | -14.2 | 8.0% | 7.8 | -25.9 | -6.4% | 2.2%
COc1ccc(S(=O)(=O)N(C)C[C@H]2Oc3ccc(NS(=O)(=O)c4cccs4)cc3C(=O)N([C@H](C)CO)C[C@@H]2C)cc1 | 4.7% | 0.0% | -1.7% | 7.8 | 7.4% | -20.6 | 13.0 | u | 7.1%
COC(=O)c1ccccc1SC1CC(=O)N(c2cccc(C)c2)C1=O (centres undefined) | 25.1% | -2.5% | -4.4% | 9.1 | 4.7% | 21.9 | 4.4 | -2.9% | 14.4%
O=C(O)C1CCC(=O)N(C2CCCCC2)C1c1ccccc1 (centres undefined) | 1.0% | 12.2% | 1.5% | -3.8 | -8.8% | 19.5 | 9.3 | 0.3% | 2.3%
Cc1cccc(NNC(=S)Nc2ccccc2)c1 | -20.3% | -2.3% | -8.2% | 1.6 | -0.9% | -29.7 | -2.4 | x | -16.5%
CCOC(=O)c1nc(C)sc1-c1ccnn1S(=O)(=O)c1ccc(Cl)cc1Cl | -8.0% | -14.6% | 4.2% | 10.3 | u | 9.8 | 4.8 | -21.8% | -8.9%
